Source: PubChem BioAssay (several laboratories)
phage Ecoli inh: E. coli growth loss with phage present; growth absorbance; 360,000 tested, 0.26% active; inhibition, % at 11.9 µM; in the data active means inhibition above about 11%
AddAB inh: less growth of phage-infected E. coli with AddAB; E. coli expressing H. pylori AddAB, absorbance growth; inhibition, % at 11.9 µM; 330,000 tested, 0.29% active; in the data active means inhibition above about 12%;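 further: 0% = vehicle wells of infected cells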
E coli growth: reduces bacterial viability in AddAB counter-screen; 330,000 tested, 0.27% active; E. coli V3065 growth, OD600 absorbance, 18 h; inhibition, % at 11.9 µM;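 active means inhibition above the campaign's mean inhibition across all tested compounds plus 3 SD, cut at about 9.9% in these data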;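 further: uninfected addAB+ strain grown without phage in ampicillin broth; 0% = DMSO wells and 100% = ciprofloxacin 0.95 µg/ml wells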
Tat transport: E. coli Tat transport inhibition. E. coli MC4100 TorA-mCherry Tat export, fluorescence. inhibition, % at 10 µM. 340,000 tested, 0.036% active. AID 488895;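 active means mean replicate inhibition at least 50% and at least half of replicates individually reaching 50%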;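 further: exported cargo escapes ClpAP degradation while cytoplasmic cargo is degraded and loses fluorescence; 0% = median of neutral control wells and 100% = median of NaSCN control wells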
Wnt act: activators of Wnt/beta-catenin signaling | AID 743398 | 300,000 tested, 1.2% active | activation, % at 9.35 µM | Wnt/beta-catenin reporter cell assay, activator, plate reader; in the data active means activation above about 30%, passing the limit was not always enough;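 further: 0% = neutral control wells and 100% = positive control wells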
Rtt109 Vps75: blocks Candida albicans Rtt109/Vps75 acetyltransferase activity; Q5AAJ8; purified Rtt109/Vps75, ThioGlo CoA-SH fluorescence, 4 h; inhibition, % at 34.9 µM; 330,000 tested, 0.16% active; AID 540336;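 active means inhibition of at least 50% in every replicate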
Target sequence (Q5AAJ8 whole entry, looked up): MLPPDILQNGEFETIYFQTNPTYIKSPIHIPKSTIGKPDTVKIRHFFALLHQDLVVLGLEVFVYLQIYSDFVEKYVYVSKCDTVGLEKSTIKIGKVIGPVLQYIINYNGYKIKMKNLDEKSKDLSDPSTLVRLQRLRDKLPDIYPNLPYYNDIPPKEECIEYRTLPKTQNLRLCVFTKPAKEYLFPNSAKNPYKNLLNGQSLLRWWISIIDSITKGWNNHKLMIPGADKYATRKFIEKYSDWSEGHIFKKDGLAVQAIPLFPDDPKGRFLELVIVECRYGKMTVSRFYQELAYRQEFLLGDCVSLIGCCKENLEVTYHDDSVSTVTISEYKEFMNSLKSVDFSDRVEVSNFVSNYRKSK
DAGLB inh: diacylglycerol lipase beta (human) inhibition; AID 504411; Q8NCG7; 340,000 tested, 0.059% active; HEK293T DAGLB membrane lysate, EnzChek fluorogenic substrate; inhibition, % at 5.17 µM; in the data active means inhibition above about 34%;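 further: 0% = enzyme with vehicle and 100% = wells lacking enzyme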
Target sequence (Q8NCG7 whole entry, looked up): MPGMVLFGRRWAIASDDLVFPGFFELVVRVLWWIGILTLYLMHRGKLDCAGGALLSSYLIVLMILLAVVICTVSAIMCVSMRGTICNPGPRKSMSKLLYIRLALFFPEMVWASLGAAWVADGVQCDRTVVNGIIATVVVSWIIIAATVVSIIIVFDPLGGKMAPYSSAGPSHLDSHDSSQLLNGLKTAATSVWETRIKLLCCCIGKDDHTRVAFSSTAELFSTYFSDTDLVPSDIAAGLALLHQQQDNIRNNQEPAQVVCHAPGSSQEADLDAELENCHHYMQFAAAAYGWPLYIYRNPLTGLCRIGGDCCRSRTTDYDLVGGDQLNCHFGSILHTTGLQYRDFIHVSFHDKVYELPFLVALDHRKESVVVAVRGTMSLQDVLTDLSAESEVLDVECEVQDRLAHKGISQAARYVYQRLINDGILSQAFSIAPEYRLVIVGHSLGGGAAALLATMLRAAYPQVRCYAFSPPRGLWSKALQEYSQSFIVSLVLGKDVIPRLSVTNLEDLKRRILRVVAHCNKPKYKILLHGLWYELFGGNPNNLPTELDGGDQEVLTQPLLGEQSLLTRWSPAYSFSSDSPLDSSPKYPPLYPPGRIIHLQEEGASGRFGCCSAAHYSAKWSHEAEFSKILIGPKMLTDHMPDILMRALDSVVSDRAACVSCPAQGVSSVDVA
PfHsp90 set2: growth inhibition of yeast expressing Plasmodium Hsp90 | S. cerevisiae expressing PfHsp90, BacTiter-Glo ATP, 48 h; yeast lacking PDR1 and PDR3 efflux regulators | inhibition, % at 9.4 µM | 310,000 tested, 0.32% active | AID 504621;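 active means every replicate shows inhibition above about 80%, whatever the replicate mean, limit read from the data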;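 further: 0% = DMSO neutral controls and 100% = 20 µM radicicol positive controls; yeast relying on Plasmodium falciparum Hsp90 in place of its own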
PvdQ acylase: blocks Pseudomonas aeruginosa PvdQ acylase activity; purified PvdQ acylase, fluorescence plate reader; inhibition, % at 10 µM; 340,000 tested, 0.063% active; in the data active means inhibition above about 30%, passing the limit was not always enough;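 further: 0% = vehicle neutral wells and 100% = reference inhibitor wells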
CAL PDZ inh: blocks peptide binding to human CAL PDZ domain. Q9HD26. purified CAL PDZ, TMR-peptide fluorescence polarization, 1 h. inhibition, % at 20 µM. 330,000 tested, 0.02% active. AID 504414;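 active means highest replicate inhibition of at least 40%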;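 further: plate controls were DMSO neutral control wells for no effect and unlabeled competitor peptide control wells for full effect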
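Material – purified CerCALP PDZ construct · Detection – FP readout, S and P plane fluorescence · Measure – percent inhibition from loss of millipolarization · Controls – unlabelled peptide for full inhibition, DMSO wells as neutral · Probe or stimulus – TMR-labelled reporter peptide T*-PRC34 bound in PDZ groove · Times – 1 h at RT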
Active calls of the source: *; . = not tested or not shown; & = joins results of further samples.

item | molecule | phage Ecoli inh | AddAB inh | E coli growth | Tat transport | Wnt act
1 | S=C(NCc1ccccc1)NCc1ccc(Cl)cc1 | 1.0 | . | . | 3 | -1
2 | Cc1ccc(-c2nn(-c3ccccc3)cc2NC(=O)CCl)cc1 | -0.3 | 3.0 | -2.2 | 3 | 11
3 | COc1ccc(C(CNC(=O)Cc2ccc(-c3ccccc3)cc2)N(C)C)cc1 (stereo unspecified) | 1.4 | 2.0 | -1.5 | -7 | -8
4 | Cc1ccc(C(=O)NC(=S)Nc2ccc(N3CCOCC3)cc2)cc1C | 5.1 | 2.8 | -0.7 | -2 | -1
5 | O=C(NN1C(=O)c2ccccc2NC1c1ccco1)c1ccc([N+](=O)[O-])cc1 (stereo unspecified) | 3.7 | -0.1 | 0.8 | -2 | 1
6 | O=C(CSCc1cccc(Cl)c1)N1CCN(Cc2ccc3c(c2)OCO3)CC1 | 1.7 | 0.1 | -1.6 | 5 | -5&1
7 | COc1ccc(/C=C(\NC(=O)c2cccs2)C(=O)Nc2ccccc2C)cc1OC | 2.5 | 2.0 | -0.7 | -3 | 1
8 | CC(C)Cn1c(SCC(=O)NCc2ccco2)nnc1-c1ccncc1 | 4.9 | 2.9 | -0.2 | -6 | -4
9 | CC(C)n1nnnc1SCC(=O)c1ccc2c(c1)OCCO2 | 1.7 | 3.6 | 1.9 | 3 | 30
10 | O=C1CC(c2ccco2)Sc2ccccc2N1 (stereo unspecified) | -0.9 | 0.5 | 1.2 | 5 | 1

item | Rtt109 Vps75 | DAGLB inh | PfHsp90 set2 | PvdQ acylase | CAL PDZ inh
1 | 7 | -2 | 2 | -7 | 0.0
2 | 0 | -2 | -41 | -15 | -1.7
3 | -2 | 0 | -2 | 1 | -1.5
4 | -2 | -2 | 6 | 2 | -2.2
5 | -1 | -1 | 2 | -6 | 0.0
6 | 4 | -1 | 10 | -2 | 0.6
7 | 14 | 0 | -24 | -1 | -2.1
8 | 3 | -2 | 12 | 0 | -2.5
9 | 7 | -4 | -7 | -12 | -2.6
10 | -4 | -2 | 1 | -8 | -1.4

The list continues.
item | molecule | phage Ecoli inh | AddAB inh | E coli growth | Tat transport | Wnt act
11 | CN(C(=O)CSc1ncnc2sc3c(c12)CCC3)C1CCS(=O)(=O)C1 (stereo unspecified) | 2.8 | 2.5 | 1.8 | 1 | 6
12 | CCc1ccccc1NC(=O)CNC(=O)CCNC(=O)Nc1ccccc1 | -0.8 | 0.7 | 0.2 | -7 | -2
13 | O=C(c1ccc(S(=O)(=O)N2CCOCC2)cc1)N1CCOCC1 | 3.4 | 2.3 | -0.1 | -7 | 1
14 | O=C(c1cc([N+](=O)[O-])cc([N+](=O)[O-])c1)N1CCN(Cc2ccc3c(c2)OCO3)CC1 | 1.5 | -0.9 | -0.3 | -6 | 2
15 | CC(C)N(Cc1ccccc1)C(=O)CN1C(=O)NC2(CCOc3ccccc32)C1=O (stereo unspecified) | 1.3 | -0.3 | -1.3 | -2 | -4
16 | Cc1cccc(C)c1NC(=O)C(NC=O)c1ccc(N(C)C)cc1 (stereo unspecified) | 2.0 | 0.0 | -1.1 | -1 | .
17 | CCCCCOc1ccc(NC(=O)c2cc(SC)ccc2Cl)cc1 | 1.5 | -0.5 | 1.8 | -13 | -6
18 | COc1ccc(-c2cn3cccnc3n2)cc1NC(=O)c1ccc(Br)o1 | 1.4 | -2.8 | -0.8 | -6 | -3
19 | Cc1ccnc(NC(=O)c2ccc3c(c2)C(=O)N(CCC(C)C)C3=O)c1 | 1.6 | 0.7 | 2.2 | 1 | -1
20 | Cc1ccc(/C=N\NC(=O)CC(=O)NCCc2ccccc2)cc1 | 0.5 | 1.2 | -2.8 | -7 | -1

item | Rtt109 Vps75 | DAGLB inh | PfHsp90 set2 | PvdQ acylase | CAL PDZ inh
11 | 3 | -5 | 71 | -16 | 0.1
12 | -1 | -1 | 23 | -4 | -0.1
13 | -2 | 0 | 2 | 6 | -2.7
14 | -16 | 0 | 5 | -6 | 0.1
15 | 27 | -3 | 9 | 9 | 0.0
16 | 2 | -4 | 2 | -14 | -0.9
17 | -24 | -2 | 22 | 2 | -0.8
18 | 5 | -2 | 2 | -10 | -7.8
19 | -2 | -1 | 15 | -14 | 9.8
20 | -7 | -1 | 0 | -13 | .

The list goes on.
item | molecule | phage Ecoli inh | AddAB inh | E coli growth | Tat transport | Wnt act
21 | COC(=O)c1ccc2c(=O)n(Cc3ccc(C(=O)NC4CCCC4)cc3)c(=S)[nH]c2c1 | 3.8 | 2.2 | 1.1 | 0 | -3
22 | C#CCOCCOCCOCCNc1nc(N2CCN(C(=O)[C@H]([C@@H](C)CC)n3cc(CCCN=C(N)N)nn3)CC2)nc(N2CCN(C(=O)[C@H](CCCCN)n3cc(CCCC)nn3)CC2)n1 | 2.9 | -0.8 | -0.7 | 4 | -1
23 | Cc1cc(Cl)ccc1NC(=S)NCc1ccccc1 | 0.3 | -3.8 | -1.1 | -6 | .
24 | CC(=O)Nc1ccc(S(=O)(=O)Oc2ccc(Br)cc2C(=S)N2CCOCC2)cc1 | 0.2 | -1.0 | -0.2 | 1 | 3
25 | COc1ccc(-c2nc3ccccc3c(=O)n2NC(=O)Cc2ccccc2)cc1 | 3.7 | -0.7 | -0.1 | -9 | 1
26 | COc1ccc(-c2nn(-c3ccccc3)cc2/C=C2/SC(=S)N(CCC(=O)O)C2=O)c(C)c1 | -0.4 | -0.7 | -2.4 | 4 | -2
27 | CC(=O)c1sc2nc(-c3cccs3)cc(C(F)(F)F)c2c1N | 2.0 | 3.5 | 1.6 | -5 | .
28 | Cn1c(SCc2nnc(-c3ccc(F)cc3)o2)nnc1C1COc2ccccc2O1 (stereo unspecified) | 3.1 | 2.1 | -2.5 | 3 | -1
29 | CN1C2=NCCN2C(=O)c2cc(Cl)ccc21 | 2.2 | -0.9 | -0.7 | 3 | 3
30 | Cc1ccc(S(=O)(=O)NCC(=O)OCc2nnc(-c3ccccc3)o2)cc1C | 2.8 | -0.1 | 1.0 | -6 | 2

item | Rtt109 Vps75 | DAGLB inh | PfHsp90 set2 | PvdQ acylase | CAL PDZ inh
21 | 6 | -1 | -13 | 22 | 1.0
22 | 44 | 1 | 10 | -7 | -0.3
23 | -4 | -1 | -7 | 7 | 0.0
24 | 12 | -3 | -3 | 4 | -0.9
25 | 5 | -1 | 8 | -11 | -0.5
26 | -4 | 2 | -24 | 3 | .
27 | -7 | -23 | -30 | -1 | 1.0
28 | 15 | -2 | -7 | 12 | -3.9
29 | -8 | -1 | -12 | -17 | -0.3
30 | -8 | -2 | -2 | -1 | -0.9

Some of the entries so far, field by field.
5	O=C(NN1C(=O)c2ccccc2NC1c1ccco1)c1ccc([N+](=O)[O-])cc1 (stereo unspecified)
  phage Ecoli inh: 3.7
  AddAB inh: -0.1
  E coli growth: 0.8
  Tat transport: -2
  Wnt act: 1
  Rtt109 Vps75: -1
  DAGLB inh: -1
  PfHsp90 set2: 2
  PvdQ acylase: -6
  CAL PDZ inh: 0.0
6	O=C(CSCc1cccc(Cl)c1)N1CCN(Cc2ccc3c(c2)OCO3)CC1
  phage Ecoli inh: 1.7
  AddAB inh: 0.1
  E coli growth: -1.6
  Tat transport: 5
  Wnt act: -5&1
  Rtt109 Vps75: 4
  DAGLB inh: -1
  PfHsp90 set2: 10
  PvdQ acylase: -2
  CAL PDZ inh: 0.6

New compounds follow:
item | molecule | phage Ecoli inh | AddAB inh | E coli growth | Tat transport | Wnt act
31 | COc1ccc(/C=C(/NC(=O)c2ccc(C)cc2)C(=O)NCc2ccncc2)cc1 | 2.5 | 3.4 | -3.3 | 11 | 0
32 | CSc1nc2cc3c(cc2n1C(=O)c1ccc(C)cc1)OCCO3 | 2.0 | 0.8 | -0.2 | 1 | .
33 | Cc1onc(-c2c(F)cccc2Cl)c1C(=O)N[C@@H]1C(=O)N2C(C(=O)O)C(C)(C)S[C@H]12 (stereo partly specified) | 2.2 | -2.7 | -1.3 | -5 | -4
34 | COc1cc2c(cc1OC)C(c1ccco1)CC(=O)N2 (stereo unspecified) | 0.7 | 3.2 | 0.9 | -8 | -2
35 | CC(C)(C)NC(=O)C(=O)NC(=O)c1c(F)cccc1Cl | 1.1 | 0.7 | 1.3 | 2 | 3
36 | CCn1c(SCC(=O)OC2CCCCC2)nc2ccccc2c1=O | 0.6 | 0.1 | -1.5 | 11 | .
37 | CC(=O)c1c(C)nc(C)nc1NC(=O)Cc1ccccc1 | 2.2 | -1.6 | -3.1 | 1 | .
38 | CCCOC(=O)CSC1=C(C#N)C(c2ccccc2OCC)C(C#N)C(=O)N1 (stereo unspecified) | 2.8 | 2.7 | -0.3 | -10 | .
39 | CCC(C)(C)n1nnnc1C(c1ccc(O)c(OC)c1)N1CCN(c2nc3ccccc3s2)CC1 (stereo unspecified) | 3.3 | 4.5 | -3.3 | 2 | .
40 | O=C1CCCCC1c1cccc2ccccc12 (stereo unspecified) | 0.1 | 0.5 | 0.6 | -5 | -1

item | Rtt109 Vps75 | DAGLB inh | PfHsp90 set2 | PvdQ acylase | CAL PDZ inh
31 | 7 | 2 | 17 | -10 | -0.8
32 | -1 | 0 | 6 | -11 | -0.6
33 | 2 | 4 | 11 | -9 | 0.2
34 | -28 | 0 | 7 | 0 | -1.0
35 | 4 | -3 | -3 | 3 | 0.6
36 | 2 | -11 | -7 | 11 | -0.8
37 | . | 2 | -6 | -7 | -2.2
38 | 6 | 3 | -1 | -1 | -1.4
39 | 16 | 0 | . | -13 | 0.0
40 | 3 | -2 | . | 12 | -0.7

(more compounds)
item | molecule | phage Ecoli inh | AddAB inh | E coli growth | Tat transport | Wnt act
41 | Cn1c(=O)n(CCCOc2ccc(Cl)cc2)c2ccccc21 | 4.2 | 3.2 | 0.0 | 4 | .
42 | CC(C)C(NC(=O)Cc1ccccc1[N+](=O)[O-])C(C)C | 3.5 | 2.6 | 0.2 | 7 | .
43 | CCOC(=O)c1ccc(NC(=S)NCC(O)c2ccccc2)cc1 (stereo unspecified) | 5.4 | 3.9 | -0.4 | 9 | 0
44 | CC(c1ccon1)N(C)Cc1cn(C)nc1-c1ccc2c(c1)OCCO2 (stereo unspecified) | -0.2 | 1.4 | 0.1 | 1 | 3
45 | CCOc1ccccc1OCCC(=O)OCC(=O)Nc1c(C)cc(C)cc1C | 2.9 | 1.0 | 0.2 | 4 | -3
46 | CCOC(=O)C1CCN(Cc2cccc(OCc3ccccc3)c2)CC1 | 4.3 | 3.9 | 0.5 | 12 | 0
47 | COC(c1ccccc1)c1nnc(CCC(=O)NC2CCCCC2)o1 (stereo unspecified) | 1.9 | 1.0 | -1.4 | -5 | 0
48 | CCCOc1cccc(C(=O)Nc2cccnc2)c1 | 1.4 | 3.4 | -0.5 | -2 | .
49 | Cc1nc2cc(-n3ccc(=O)cc3)ccc2n1-c1ccccc1 | -0.6 | -0.1 | 1.1 | -8 | .

item | Rtt109 Vps75 | DAGLB inh | PfHsp90 set2 | PvdQ acylase | CAL PDZ inh
41 | -9 | -12 | -14 | -18 | -0.4
42 | 1 | -1 | -22 | -19 | 0.0
43 | 2 | -4 | -12 | -11 | -3.6
44 | -3 | -4 | -14 | -5 | -0.4
45 | 3 | -2 | -12 | 2 | -3.5
46 | -5 | -4 | -1 | -3 | -3.0
47 | -13 | 0 | -1 | -14 | -0.2
48 | 2 | 0 | 3 | 3 | -3.7
49 | 8 | 1 | 7 | -13 | -2.9
